Screening data deposited in PubChem by National Center for Advancing Translational Sciences (NCATS).
USP1-UAF1 inh: USP1/UAF1 (human) deubiquitinase inhibition; O94782; recombinant USP1/UAF1, Ub-Rhodamine cleavage fluorescence; Potency, µM (titrated, usually from 57.1 µM), for inactives: at the top dose activity change, negative = inhibition, actives largely listed as inhibitors; actives 0.23% (n = 390,000); note: potency is the fitted concentration of half-maximal effect; % is set by controls: 0 for no effect and ±100 for the full control effect; nearly all actives have a fitted effect of over 60% in size; inactives centre near -12
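1 nM enzyme complex + cpd, 15 min RT; start with Ub-Rho 150nM final; kinetic fluorescence ex 480/em 540, 6 reads q60 s. Buffer 50mM HEPES pH 7.8, 0.5mM EDTA, 0.1 mg/ml BSA, 1mM TCEP, 0.01% Tween-20.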
D2 antag: D2 dopamine receptor (human) antagonism; P14416; HEK293 TREx D2 cells, calcium flux, dopamine EC80; inhibition, % at 10 µM; actives 2% (n = 340,000); AID 485344; in the data active = inhibition above about 30%; note: 0% is about no effect
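Cells plated overnight at 30 C with tetracycline; no-wash calcium dye, 30–90 min RT; 10 s baseline; compound pinned; 180 s read; EC80 dopamine added; another 180 s read.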
TRHR enhancer: allosterically enhances the human TRH receptor; P34981; TRHR cells, fluo-8 calcium fluorescence, EC20 TRH enhancement; enhancement, % at 2 µM; actives 0.66% (n = 360,000); AID 493056; in the data active = enhancement above about 30%; note: 0% is about no effect
Target sequence (P34981 whole entry, looked up): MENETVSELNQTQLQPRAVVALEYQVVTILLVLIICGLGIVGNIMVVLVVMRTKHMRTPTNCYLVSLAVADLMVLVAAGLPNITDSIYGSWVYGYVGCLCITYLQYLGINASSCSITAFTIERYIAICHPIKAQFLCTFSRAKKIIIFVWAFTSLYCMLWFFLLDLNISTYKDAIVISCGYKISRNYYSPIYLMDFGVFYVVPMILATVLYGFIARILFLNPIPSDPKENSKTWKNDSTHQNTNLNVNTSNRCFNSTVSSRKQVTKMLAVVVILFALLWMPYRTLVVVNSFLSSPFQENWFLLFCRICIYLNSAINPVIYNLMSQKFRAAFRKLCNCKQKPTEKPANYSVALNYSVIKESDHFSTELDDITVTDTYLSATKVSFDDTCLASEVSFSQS
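TRHR-expressing cells loaded with fluo-8 calcium dye were read kinetically (ex 480/em 530) during compound addition, then stimulated with an EC20 of TRH (10 nM final). Enhancement of the Gq-mediated intracellular calcium response was scored.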
rTrxR1 inhibitor: rat TrxR1 inhibition | recombinant rTrxR1, NADPH fluorescence consumption, selenite substrate | Potency, µM (doses to about 114 µM), for inactives: top-dose activity change, negative = inhibition, actives largely listed as inhibitors | actives 1% (n = 390,000) | O89049; note: potency is the fitted concentration of half-maximal effect; % is set by controls: 0 for no effect and ±100 for the full control effect; nearly all actives have a fitted effect of over 65% in size
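Rat TrxR1 (90 nM in the dispensed reagent) was pre-reduced with 400 uM NADPH for 5 min at room temperature, then incubated with compound for 15 min. After 400 uM selenite was added, NADPH fluorescence (Ex 340/Em 450 nm) was followed for 8 min.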
TRHR ag: TRH receptor (human) agonism. AID 493084. actives 0.18% (n = 360,000). P34981. TRHR cells, calcium flux fluo-8, FDSS agonist mode. activation, % at 2 µM; in the data active = activation above about 30%; note: 0% is about no effect
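Agonist-mode FDSS calcium read (Ex 480/Em 530, 1 s cycles) in 1536-well TRHR cells with fluo-8 dye, after 10-cycle baseline and 23 nL compound addition; TRH at EC20 (10 nM final) added afterwards for the enhancer phase.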
D2 agonist: agonists of human D2 dopamine receptor. P14416. HEK293 T-REx D2 cells, calcium flux agonist mode. activation, % at 2 µM. actives 0.53% (n = 340,000);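 active = activation over 3 SD above normal in the single-dose calcium agonist read, cut at about 30% in these data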; note: 0% is about no effect
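Calcium-flux readout, 1 cycle/sec over 180 s following compound pin transfer, in inducible HEK293 Trex D2 cells (force-coupled); dopamine controls included. Positive calcium responses during this window marked compounds as potential agonists.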
Pin1 inh: blocks the human prolyl isomerase Pin1; AID 504891; actives 0.009% (n = 390,000); Potency, µM (titrated, usually from 115 µM), for inactives: at the top dose activity, negative = inhibition, most hits filed as inhibitors; Q13526; Pin1 FP peptide displacement, HiFluor488, 10 min; active = well fitted inhibition curve with a large enough effect in the polarisation, with a control signal flat, not every such curve was filed as active; inconclusive = small, poorly fitted or top-dose-only effect, or effect the other way, or a change in a side signal; inactive = no such curve, though single readings can be large or run the other way; the % refers to the polarisation; note: potency is the fitted concentration of half-maximal effect; % is set by controls: 0 for no effect and ±100 for the full control effect
Target sequence (Q13526 whole entry, looked up): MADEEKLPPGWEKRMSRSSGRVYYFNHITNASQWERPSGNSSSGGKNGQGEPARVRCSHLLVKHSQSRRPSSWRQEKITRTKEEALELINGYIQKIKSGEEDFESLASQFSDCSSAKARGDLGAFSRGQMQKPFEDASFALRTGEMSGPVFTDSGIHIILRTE
IDH1 R132H inh: blocks human mutant IDH1 R132H enzyme | IDH1-R132H enzyme, NADPH consumption, diaphorase/resazurin fluorescence | Potency, µM (series often up to 76.6 µM), without a hit: top-dose activity change, negative = inhibition, hits mostly inhibitors | actives 0.093% (n = 390,000) | AID 602179; note: potency is the fitted concentration of half-maximal effect; % is set by controls: 0 for no effect and ±100 for the full control effect; nearly all actives have a fitted effect of over 65% in size
Target sequence (O75874 whole entry R132H, stated change not applied): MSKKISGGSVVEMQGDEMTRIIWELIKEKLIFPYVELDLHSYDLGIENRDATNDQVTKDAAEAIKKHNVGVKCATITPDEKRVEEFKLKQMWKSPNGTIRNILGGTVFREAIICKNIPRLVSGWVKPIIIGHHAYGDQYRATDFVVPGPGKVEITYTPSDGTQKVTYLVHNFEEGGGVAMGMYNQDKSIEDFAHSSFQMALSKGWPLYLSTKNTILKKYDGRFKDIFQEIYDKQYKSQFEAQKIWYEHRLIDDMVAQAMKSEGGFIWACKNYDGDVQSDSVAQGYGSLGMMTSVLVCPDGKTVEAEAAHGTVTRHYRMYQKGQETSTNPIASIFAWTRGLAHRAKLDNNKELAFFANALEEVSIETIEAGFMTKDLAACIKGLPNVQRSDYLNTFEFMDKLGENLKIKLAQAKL
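IDH1-R132H (0.5 ug/mL) preincubated 30 min with compound, then NADPH (0.016 mM) and alpha-KG (2 mM) added; 80 min at RT, pH 7.5. Remaining NADPH coupled via diaphorase/resazurin to fluorescence (540/590 nm); concentration-response curves normalized to no-enzyme control.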
TrxR1 substrate: substrates of rat thioredoxin reductase 1; O89049; purified TrxR1 substrate turnover, NADPH consumption readout; Potency, µM (series often up to 114 µM), inactives show top-dose activity change, negative = substrate turnover; actives 0.01% (n = 390,000); AID 588456; note: potency is the fitted concentration of half-maximal effect; % is set by controls: 0 for no effect and ±100 for the full control effect; nearly all actives have a fitted effect of over 50% in size
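Rat TrxR1, dispensed at 90 nM, was prereduced with 400 uM NADPH (final) for 5 min at ~22 deg C, then incubated with compound 15 min before 400 uM selenite. A first-read NADPH fluorescence drop versus no-compound background flagged substrates.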
Numbers without * were called inactive; u = inconclusive; x = not tested or not shown; [ ] = another dose, or the depositor's remark. Unless noted, calls come from the whole dose curve; as a rule, active = well fitted inhibition curve with a large enough effect; inconclusive = small, poorly fitted or top-dose-only effect; inactive = no such curve, though single readings can be large or run the other way. An excerpt. The share of hits here may be higher or lower than overall.

SMILES	USP1-UAF1 inh	D2 antag	TRHR enhancer	rTrxR1 inhibitor	TRHR ag	D2 agonist	Pin1 inh	IDH1 R132H inh	TrxR1 substrate
O=C(NCCc1cccc(Cl)c1)C1CCC(=O)N(Cc2ccc(Cl)cc2)C1 (centres undefined)	-18%	-19	-8	11%	0.6	0.6	-13%	7%	-4%
O=C(O)c1ccc2c(c1)C(=O)N(c1ccc(Cl)cn1)C2=O	u	-1	7	13%	0.1	1.1	-8%	12%	4%
CC1CCc2c(sc(NC(=O)c3ccc(Cl)cc3Cl)c2C#N)C1 (centres undefined)	-4%	x	-3	2%	0.1	2.1	2%	-5%	8%
COc1ccc(CN2CC(C(=O)NCCc3ccccc3)CC2=O)cc1 (centres undefined)	-14%	-13	-1	10%	0.3	0.7	-3%	5%	2%
Cc1ccc(C2C3=C(NCCN=C3c3ccccc3)C(=O)N2c2ccccc2)cc1 (centres undefined)	5%	1	1	-26%	0.8	2.4	-2%	0%	-10%
CCc1ccccc1NC(=O)Nc1ccc2c(c1)OCO2	-18%	x	-2	16%	0.5	x	1%	2%	5%
O=C(/C=C/c1ccco1)NC(=S)Nc1nc(-c2ccc(Cl)cc2)cs1	-19%	1	5	-35%	0.2	0.1	8%	4%	-12%
Cc1ccc(C(=O)N/N=C/c2ccc(-c3ccc(Br)cc3[N+](=O)[O-])o2)o1	-3%	-21	8	u	2.5	0.6	8%	-5%	-2%
Cc1cc(NC(=O)c2noc3c2CCCCC3)no1	-1%	-5	4	7%	-0.8	0.2	-8%	7%	0%
CCOc1cc(/C=N/NC(=O)CSc2nncn2C)ccc1OCc1cccc(C)c1	-3%	12	3	-1%	-0.2	-1.8	2%	5%	-8%
CCN(CC)C(=O)Cn1cnc2sc(C(=O)Nc3cc(OC)c(OC)c(OC)c3)c(C)c2c1=O	-14%	6	2	10%	-0.3	0.4	3%	-8%	-3%[57.1 µM]
CCC(=O)c1ccccc1OCCCn1cncn1	-2%	-23	-4	6%	0.5	0.7	10%	0%	-1%
Cc1c(CCOC(=O)c2ccc(Cl)cc2Cl)sc[n+]1CC(=O)c1ccc(Br)cc1	-17%	x	x	-4%	x	x	8%	0%	1%
CC(=O)Nc1ccc(S(=O)(=O)n2cnc3ccccc32)cc1	-11%	1	7	7%	0.2	-0.1	33%[activator]	9%	-5%
N#CCCSc1ccccc1NC(=O)c1ccc(S(=O)(=O)N2CCCC2)cc1	x	3	3	x	-0.7	-0.5	x	x	x
CCCc1cc(=O)[nH]c(SCc2nc(-c3ccc(OC)cc3)no2)n1	16%	x	-2	-4%[57.1 µM]	-0.1	0.4	u	-5%	-7%[57.1 µM]
COc1ccc(-c2nnc3ccc(SCC(=O)Nc4nc5ccc(C)cc5s4)nn23)cc1OC	-19%	2	-1	-8%	-0.8	-0.7	-2%	5%	-1%
O=C(N/N=C/c1ccncc1)c1ccc(OCc2ccccc2)cc1	-4%	x	4	5%	-1.3	x	7%	0%	0%
FC(F)(F)c1ccc(NCCc2ccccc2)nc1	-24%	-9	-7	25%	0.4	0.2	4%	5%	0%
CC(C)(C)C1CCC(CN2CCC(CN3C(=O)C(=O)NC[C@@H]3Cc3ccccc3)CC2)CC1 (some centres undefined)	-10%	x	x	20%	x	x	0%	27%	1%
CC(=O)Nc1ccccc1NC(=O)C/C(C)=N/NC(=O)c1ccncc1	-15%	-5	-3	-6%	0.4	-0.1	-4%	-2%	-2%
COc1ccc2c(c1)C(=O)N(CCc1ccc(S(=O)(=O)NC(=O)NC3CCCCC3)cc1)C(=O)C2(C)C	-17%	15	0	32%	-1.2	-0.7	1%	-9%	41%[activator]
Cc1cc(=O)cc(C)n1-c1ccc(O)cc1	-13%	8	2	8%	0.0	0.2	-1%	8%	-3%
CC(C)c1ccc(S(=O)(=O)c2cn(Cc3ccc(F)cc3)c3cc4c(cc3c2=O)OCO4)cc1	x	-1	6	x	-0.1	0.8	x	x	x
Cc1nn(C)cc1CN(C)C(=O)CCc1nnc(CCC2CCCCC2)o1	-6%	0	11	14%	0.9	-0.1	-7%	1%	0%

The final 6 compounds of the section above come first, to join the parts.
SMILES	USP1-UAF1 inh	D2 antag	TRHR enhancer	rTrxR1 inhibitor	TRHR ag	D2 agonist	Pin1 inh	IDH1 R132H inh	TrxR1 substrate
CC(C)(C)C1CCC(CN2CCC(CN3C(=O)C(=O)NC[C@@H]3Cc3ccccc3)CC2)CC1 (some centres undefined)	-10%	x	x	20%	x	x	0%	27%	1%
CC(=O)Nc1ccccc1NC(=O)C/C(C)=N/NC(=O)c1ccncc1	-15%	-5	-3	-6%	0.4	-0.1	-4%	-2%	-2%
COc1ccc2c(c1)C(=O)N(CCc1ccc(S(=O)(=O)NC(=O)NC3CCCCC3)cc1)C(=O)C2(C)C	-17%	15	0	32%	-1.2	-0.7	1%	-9%	41%[activator]
Cc1cc(=O)cc(C)n1-c1ccc(O)cc1	-13%	8	2	8%	0.0	0.2	-1%	8%	-3%
CC(C)c1ccc(S(=O)(=O)c2cn(Cc3ccc(F)cc3)c3cc4c(cc3c2=O)OCO4)cc1	x	-1	6	x	-0.1	0.8	x	x	x
Cc1nn(C)cc1CN(C)C(=O)CCc1nnc(CCC2CCCCC2)o1	-6%	0	11	14%	0.9	-0.1	-7%	1%	0%
O=C1NC(Cc2ccccc2)C(=O)N1Cc1cc([N+](=O)[O-])cc2c1OCOC2 (centres undefined)	-11%	-17	-4	17%[57.1 µM]	-0.1	3.9	0%	3%	-3%
COc1cccc(S(=O)(=O)NCC(=O)N2CCCC2)c1	-13%	-7	-2	13%	0.5	0.6	2%	-4%	-4%
CCc1ccc(NC(=O)c2ccc(F)c(S(=O)(=O)N3CCN(c4ccc(OC)cc4)CC3)c2)cc1	4%	x	0	12%[57.1 µM]	0.3	0.3	0%	3%	3%[57.1 µM]
O=C1Nc2ccc([N+](=O)[O-])cc2OC1CCN1CCN(Cc2ccccc2)CC1 (centres undefined)	-19%	-2	6	10%	1.1	0.9	12%	7%	-8%
C=CCn1c(SCC(=O)Nc2ccc3c(c2)OCO3)nnc1-c1cc(Br)ccc1O	-19%	11	2	2%	-0.1	0.9	0%	-3%	0%
CCOC(=O)N=Nc1c2ccccc2c2nc3no[nH]c3nc12	u	-5	-9	14%[57.1 µM]	-0.4	4.5	14%	3%	0%[57.1 µM]
CO/N=C(\C(=O)N[C@@H]1C(=O)N2C(C(=O)O)=C(COC(N)=O)CS[C@H]12)c1ccco1	-18%	-24	1	u	-0.6	-2.4	x	16%	4%
Cc1nn(-c2ccccc2)c(Cl)c1CN(C(=O)CCl)c1ccc(Cl)cc1	-21%	15	-18	22µM*	-0.8	-0.8	u	52µM*	-10%
O=S(=O)(c1ccccc1)c1nnn2c1nc(NC1CCN(Cc3ccccc3)CC1)c1ccccc12	-26%	-6	-5	-19%	-0.1	-0.6	8%	-5%	8%
CN1CCN(S(=O)(=O)c2ccc(NC(=O)c3csc4ccccc34)cc2)CC1	-5%	-35	-6	18%	0.6	0.7	1%	0%	10%[57.1 µM]
CCc1c(C)sc(NC(=O)c2cc(-c3ccc(OC)cc3)on2)c1C#N	7%	x	-1	18%	0.5	0.2	8%	-11%	10%
Cc1c(NC(=O)Nc2ccccc2Cl)sc(=S)n1C	-15%	8	5	-12%[57.1 µM]	-0.4	0.3	19%	10%	6%[57.1 µM]
O=C(CSc1nccn1Cc1ccco1)Nc1ccccc1C(F)(F)F	-10%	-3	2	-5%	-0.4	0.1	-2%	8%	-6%
Cc1ccc(NC(=O)c2cccc3c2-c2ccccc2C3=O)cc1C	-8%	-1	3	-4%	-1.0	0.4	1%	6%	-8%
COC(=O)c1ccc(CSc2cc(C)c3cc(C)cc(C)c3n2)o1	-25%	7	-1	28%	0.6	0.0	65%[activator]	5%	12%
COc1ccc(-c2nnc(SCC(=O)N3CCCC(C)C3)o2)c(OC)c1 (centres undefined)	u	-1	-6	-1%	-0.9	-0.1	3%	3%	11%
Cc1cccc(OCCOCCSc2ncccn2)c1	-20%	8	2	-1%	-0.5	-0.1	0%	4%	-2%
Cc1onc(-c2ccccc2Cl)c1C(=O)Nc1cc(=O)n(C)c(=O)n1C	-2%	x	x	-7%	x	x	5%	1%	-10%
CC1CCN(Cc2nnnn2CCCC(=O)NCCN2CCOCC2)CC1	-2%	7	1	-10%	0.6	0.7	-1%	1%	-9%
COc1ccc([N+](=O)[O-])cc1NC(=O)Nc1ccc(OC)c(OC)c1	-7%	-13	1	0%	-0.3	-1.5	3%	-2%	-5%
CC(C)n1c(N2CCN(C(=O)N3CCCCC3)CC2)nc2ccccc21	-19%	-7	-2	-8%	-0.8	-0.7	0%	-1%	-9%
O=c1c2ccccc2nc(CSc2nnnn2-c2ccccc2)n1-c1cccc(C(F)(F)F)c1	-3%	-1	6	-3%[57.1 µM]	0.1	-0.7	u	-1%	4%[57.1 µM]
C/C(=N\NS(=O)(=O)c1ccc([N+](=O)[O-])cc1)c1c[nH]c2ccccc12	-15%	12	-11	-9%	0.3	-0.4	-6%	3%	-4%
Cc1ccc(CNC(=O)C2CCC(CNc3c(N4CCOCC4)c(=O)c3=O)CC2)cc1 (centres undefined)	-19%	-3	-4	7%	0.7	0.3	5%	-5%	0%
Nc1cc(N)nc(SCC(=O)N2CCN(S(=O)(=O)c3ccccc3)CC2)n1	-4%	x	7	-2%	1.4	x	-9%	5%	-7%
O=C(O)C1Nc2ccc(C(F)(F)F)cc2C2OCCC12 (centres undefined)	-19%	x	x	-1%	x	x	5%	-8%	3%
COc1ccc(OCC(=O)Nc2nnc(-c3ccco3)s2)cc1	-3%	29	-24	2%[57.1 µM]	0.3	-1.4	7%	2%	6%
COc1cccc(C(=O)NCCSc2c(-c3ccc(F)cc3)[nH]c3ccccc23)c1OC	u	x	2	42%[activator]	1.0	0.2	u	-4%	34%
